Screening results from PubChem BioAssay.
EphA4 KYL inhibition: inhibitors of EphA4 binding to KYL peptide, primary screen, biochemical, colorimetric, mouse EphA4 (AID 689); inhibition, % at 10 µM; hits with a dose series show IC50 in µM; 62,000 tested, 0.1% active; EphA4-AP binding to KYL peptide, pNPP A405; higher % means a stronger effect; in the data active means a potency from the dose series; inactive means the rest, 99 in 100 with inhibition below about 22%
The depositor's hits bear a star; & = joins results of further samples. A portion of the library; rates above refer to the full screens.

SMILES	EphA4 KYL inhibition
Cc1ccc2cc(C(c3nnnn3C3CCCC3)N3CCOCC3)c(=O)[nH]c2c1C (stereo not drawn)	-2%
Cc1cccc(-c2cc(NC(=O)COc3ccc(Cl)cc3Cl)n[nH]2)c1	0%
CCOC(=O)c1snc2c(=O)[nH]cnc12	-12%
CCn1c(C)nc2cc(S(=O)(=O)N3CCCCC3)ccc21	8%
COC(=O)C1=C(C)N=c2s/c(=C/c3ccc(F)cc3)c(=O)n2C1c1ccc(OC)cc1 (stereo not drawn)	-1%
CC(C)(Oc1ccc(Cl)cc1)C(=O)OCC(=O)Nc1ncc(Cl)cc1Cl	-3%
COc1ccc(CC(=O)Nc2c3c(nn2C(C)(C)C)CS(=O)C3)cc1 (stereo not drawn)	-7%
CC(C)(C)n1nnnc1C(c1cccnc1)N(Cc1ccccc1)Cc1ccco1 (stereo not drawn)	-5%
COc1cc(OC)cc(C(=O)Nc2ccc(S(=O)(=O)N(C)C)cc2)c1	-11%
CCC(C)n1c(SCC(=O)Nc2cc(C)on2)nc2ccccc2c1=O (stereo not drawn)	-5%
Cc1ccc(-c2nnc(C)c(N3CC(C)OC(C)C3)n2)cc1 (stereo not drawn)	4%
CC1CCN(c2c([N+](=O)[O-])c(=O)n(-c3ccccc3)c3ccccc23)CC1	-4%
CCCc1noc2c1/C(=N\O)CCC2	-13%
COc1ccc(-n2c(Cn3c(=O)sc4ccccc43)nnc2SCC(=O)N2CCOCC2)cc1	-6%
Nc1n[nH]c2c1C1(CCCC1)Cc1ccccc1-2	6%
CC(=O)c1ccc(OCC(O)COc2ccc(C(C)=O)cc2)cc1	-13%
CCc1cc2c(=O)c(-c3nc4ccccc4n3C)c(C)oc2c(CN2CCN(CCO)CC2)c1O	6%
CCCCn1nc2cc(C(=O)NC3CCCc4ccccc43)ccc2c1OCC (stereo not drawn)	-15%
Cc1ccc(N(CC(=O)NCc2ccncc2)S(C)(=O)=O)cc1	-2%
COc1ccc(/C(O)=C(\C#N)c2nc3ccccc3n2C)cc1OC	-10%
Cc1ccc(S(=O)(=O)N2CCC(C(=O)N3CCC(C(=O)NCC4CCCO4)CC3)CC2)cc1 (stereo not drawn)	-2%
O=C(CCc1ccc(S(=O)(=O)NCCc2ccccc2)cc1)N1CCN(Cc2ccc3c(c2)OCO3)CC1	-3%
CCCc1c(C)c2cccc(C)c2[nH]c1=O	3%
CC1CCc2nc3ccc(S(=O)(=O)N4CCC(C(=O)N5CCCCC5)CC4)cc3c(C(=O)O)c2C1 (stereo not drawn)	-1%
C#CCSc1nncn1C(=O)/C=C/c1ccccc1	-7%
Nc1cc2c([N+](=O)[O-])cccc2o1	-14%
c1ccc(CCn2c(C3CC3)nc3ccccc32)cc1	4%
CNc1nc(CCN2C(=O)c3ccccc3C2=O)cs1	-8%
COc1cccc(C(=O)Cn2c(=N)n(C)c3ccccc32)c1	-35%
O=C(Nc1ccc(N2C(=O)C3C4C=CC(C4)C3C2=O)cc1)Nc1nnc(C(F)(F)F)s1 (stereo not drawn)	-31%
CCc1c(C)nc2ncnn2c1NCCc1ccccc1	-16%
CCOC(=O)N1CCN(c2c(NCCCN(CC)Cc3ccccc3)c(=O)c2=O)CC1	9%
CCCN1Cc2cccc(C(=O)NCc3ccccc3)c2C1=O	-4%
C=CCSc1nnc2n(CCc3ccccc3)c(=O)c3c4c(sc3n12)COC(C)(C)C4	-4%
N#C/C(=C/c1ccc(N2CCOCC2)o1)c1ccc(Br)cc1	-5%
COc1cc(C=O)ccc1Oc1nc(Nc2ccc(F)cc2F)nc(N2CCOCC2)n1	2%
CCCCn1c(=O)n(CC(O)c2ccccc2)c(=O)c2c1ncn2C1CCCC1 (stereo not drawn)	13%
O=c1cc(N2CCN(Cc3ccccc3)CC2)c(-c2ccccc2)n[nH]1	2%
O=C1OC(c2ccccc2)=N/C1=C\c1cccc(OC(F)(F)C(F)F)c1	7%
COc1ccc(NC(=O)C2CCCCN2S(=O)(=O)c2ccc(F)cc2)c(OC)c1 (stereo not drawn)	-9%
Cc1noc(NS(=O)(=O)c2ccc(NC(=O)CSc3nc4c(cc3C#N)CCCCC4)cc2)c1C	1%
CCn1cc(/C=N/NS(=O)(=O)c2ccc(OC)cc2)c(C)n1	-3%
CC(C)(C)c1ccc(C(=O)NNC(=O)Cc2cccc3ccccc23)cc1	7%
CCOc1ccc(N(CC(=O)O)S(=O)(=O)c2cccnc2)cc1	-2%
COc1ccc(/C=N/n2c(N)nc3ccccc32)cc1OC	-30%
CCn1c(SCC(=O)Nc2ccccc2C(=O)OC)nc2c1c(=O)n(C)c(=O)n2C	-5%
Nc1c(C(=O)Nc2ccc(Br)cc2)sc2nc(-c3ccco3)ccc12	31%
CC(c1ccccc1)N1CCn2c(nc3cc(NC(=O)NC4CCCCC4)ccc32)C1 (stereo not drawn)	-6%
CCn1c2ccccc2c2cc(/C=N/n3cn[nH]c3=S)ccc21	-13%
COCCn1cc(C(=S)N2CCOCC2)c2ccccc21	-5%
Cc1ccc(/C=C/C(=O)Nc2ncc(Cc3ccc(F)cc3)s2)o1	-11%
Cc1c(C)c2ccc(OCC(=O)c3ccccc3)c(C)c2oc1=O	-2%
Cn1c(=O)n(CCc2ccccc2)c(=O)c2c1nc1n2CCCN1Cc1ccccc1	-10%
CCOc1ccc2[nH]c(=O)c(CN(Cc3ccc(F)cc3)C(=O)N3CCCC3)cc2c1	14%
Cc1ccc(-c2nn(-c3cc(Cl)ccc3[N+](=O)[O-])c(=O)c3ccccc23)cc1C	0%
COc1ccccc1NC(=O)Cc1csc(NC(=S)Nc2ccccc2)n1	-2%

Additional compounds:
SMILES	EphA4 KYL inhibition
Cc1ccc(-c2nnc(SCC(=O)OC(C)C)n2N)cc1	-22%
CCOc1ccc(C(=O)Nc2ccc(N(CC)CC)cc2)cc1	8%
COc1ccc(NS(=O)(=O)c2ccc(OC)c(N(C)S(=O)(=O)c3ccc(Cl)cc3)c2)cc1	0%
CCOc1cc(N2CCOCC2)c(OCC)cc1NC(=O)c1cc(-c2ccco2)nc2ccccc12	-6%
CC(C)n1c(/N=C/c2c[nH]c3ccccc23)nc2ccccc21	-1%
CCOC(=O)c1ccc(NC(=O)C2(c3ccc(OC)cc3)CCOCC2)cc1	-14%
O=C(CCCc1nc2ccccc2s1)Nc1nccs1	-7%
CSCCC(NC(C)=O)C(=O)Oc1ccc2c3c(c(=O)oc2c1)CCCC3 (stereo not drawn)	-10%
Cn1nc(-c2ccccc2)c(C(=O)Nc2ccc(Cl)cc2)c1Cl	-14%
c1coc(CNC2C3CC4CC(C3)CC2C4)c1 (stereo not drawn)	0%
O=C(O)C1C2CCC(O2)C1C(=O)NCc1ccncc1 (stereo not drawn)	7%
O=C(COc1cccc2ccccc12)N1CCN(c2ccccc2)CC1	4%
Cc1nnc(NC(=O)C2CCCN(c3ncccn3)C2)s1 (stereo not drawn)	-6%
Cc1ccc(Nc2nc3c([nH]2)c(=O)n(C)c(=O)n3C)cc1	-8%
CC1CCN(C(=O)c2ccc3nc4c5ccccc5c5ccccc5c4nc3c2)CC1	-3%
CC(=O)NCCC(=O)Nc1sc2c(c1-c1nc3ccccc3[nH]1)CCCC2	-6%
O=C(Cn1cnc([N+](=O)[O-])n1)Nc1ccc(F)cc1F	1%
COc1ccc2[nH]cc(C(=O)CN3CCCC(C)C3)c2c1 (stereo not drawn)	-9%
Cc1c(Cl)cccc1NC(=O)CCCN1C(=O)CCC1=O	-6%
O=C1CSC(c2ccncc2)N1Cc1ccco1 (stereo not drawn)	-6%
CN(c1cccc(Cl)c1)S(=O)(=O)c1cccc(C(=O)NC2=NCCS2)c1	1%
COc1ccc2c(c1)CCc1c(C(=O)Nc3ccc(OC)c(OC)c3)noc1-2	-17%
Cc1ccc(C)c(NC(=O)c2sc3cc(C)ccc3c2Cl)c1	-5%
COc1ccc2[nH]c(=O)c(CN(Cc3ccco3)C(c3nnnn3Cc3ccccc3)C(C)C)cc2c1 (stereo not drawn)	9%
Cc1cc(C)c2c(c1)OC(O)(C(F)F)CC2=O (stereo not drawn)	-4%
CCOc1ccc(Nc2cc(C)nc(N3CCOCC3)n2)cc1	-25%
CN=C1SC(CC(=O)NCCc2ccc(OC)c(OC)c2)C(=O)N1C (stereo not drawn)	-13%
CCCCCn1nc(-c2ccccc2)c2nc3ccccc3nc21	6.1µM*
COc1cccc(-c2nc(-c3ccccc3)c(-c3cc([N+](=O)[O-])ccc3C)[nH]2)c1OC	-12%
COc1ccc(N2CCN(CC(=O)Nc3nc4c(s3)CC(C)CC4)CC2)cc1 (stereo not drawn)	-8%
Cc1oc(-c2ccc(Cl)cc2)nc1CN1CCCC(C(=O)NCc2cccnc2)C1 (stereo not drawn)	12%
CCn1c(=O)c(C(=O)NCCN2CCCCC2)c(O)c2ccccc21	-3%
O=C(Nc1ccc(F)c(F)c1)c1cnc(-c2ccccc2)nc1-c1ccccc1	0%
COC(=O)c1c(C(=O)OC)c(-c2ccccc2)n2c1CS(=O)C2 (stereo not drawn)	0%
Cn1c(=O)c2c(ncn2CC(=O)NC(C)(C)C)n(C)c1=O	4%
Cc1ccc2nc3c(cc(C(N)=S)c(=N)n3CCCOC(C)C)c(=O)n2c1	2%
O=C1OC(Nc2nc3ccccc3s2)c2ccccc21 (stereo not drawn)	-22%
Cc1ccc(C(=O)NCCNc2ccc(Cl)cc2[N+](=O)[O-])o1	-7%
Cc1ccc2nsnc2c1S(=O)(=O)N(Cc1ccco1)Cc1cc2ccc(C)c(C)c2[nH]c1=O	-13%
COc1cccc(C2C(C#N)=C(C)NC3=C2C(=O)CC(c2ccccc2)C3)c1OC (stereo not drawn)	2%
O=C(Nc1ccc(Cl)cc1)OCc1cn(-c2ccc(Cl)cc2)nn1	-16%
COc1ccc(OC)c(NC(=S)NC(=O)/C=C/c2ccccc2)c1	-10%
CCCN1C(=O)/C(=C/c2ccc(C)s2)SC1=Nc1ccc(OC)cc1	-5%
Clc1ccc(-c2nn3c(-c4ccncc4)nnc3s2)c(Cl)c1	-2%
COc1ccc(NC(=O)Cn2c(=O)n(CC(=O)NCc3ccco3)c(=O)c3ccccc32)cc1OC	1%
Cn1c(=O)cc(OCCCC(=O)N2CCN(Cc3ccc4c(c3)OCO4)CC2)c2ccccc21	-7%
COc1ccc2nc3oc(C(=O)N4CCC(C(N)=O)CC4)cc3cc2c1	-11%
CCOc1ccc(NC(=O)CN2C(=O)COc3ccc(Cl)cc32)cc1	-6%
COc1ccc(C(=O)/C=C/Nc2ccc(S(=O)(=O)N=C(N)N)cc2)cc1OC	0%
O=C(C1COc2ccccc2O1)N1CCN(c2ccccc2F)CC1 (stereo not drawn)	-14%
COc1ccc(-c2cc(C(=O)N3CC4(C)CC3CC(C)(C)C4)no2)cc1 (stereo not drawn)	1%
C=CCOc1ccc2ccccc2c1/C=N/O	-3%
CCOC(=O)N1CCN(c2nc(=S)n(-c3ccccc3)c(C)c2C(C)=O)CC1	-7%
COc1ccccc1N1CCN(c2nc(C)nc3c2oc2ccccc23)CC1	10%
Cc1ccc(N2C(=O)CC(NC3CCCCCC3)C2=O)cc1 (stereo not drawn)	-1%
CCCCN1CC(C(=O)NC2CCCCC2)CC1=O (stereo not drawn)	0%

The listing continues.
SMILES	EphA4 KYL inhibition
COc1cnc(-c2ccccn2)nc1Sc1cccc(Cl)c1	-12%
CCn1nnnc1SCC(=O)Nc1cccc(C)n1	-6%
C=CCN(C(=O)COc1ccccc1)c1nnc(-c2ccncc2)s1	-12%
Cn1c(=O)c2c(nc(N3CCOCC3)n2CC(=O)c2ccccc2)n(C)c1=O	1%
CCOC(=O)CSc1nc(C)c2ccccc2n1	-13%
COc1ccc(Cn2c(SC)nc3ccccc32)cc1[N+](=O)[O-]	-12%
[O-]/[N+](=C\c1ccncc1)c1ccccc1	-6%
Cc1cc(C)n(-c2nc(NC(C)(C)C)nc(NC(C)(C)C)n2)n1	-4%&-13%
Cn1c(=O)c2c(nc(N3CCCCCC3)n2Cc2cccc3ccccc23)n(C)c1=O	-10%
CCn1c(COc2ccccc2)nnc1SCC(=O)CC(=O)Nc1ccccc1OC	-14%
CCOC(=O)c1c(NC(=O)CSc2nnc(CNC(=O)c3ccco3)n2C)sc2c1CCC2	-15%

Entries from the list above with a furan ring, fused or not (15):
SMILES	EphA4 KYL inhibition
CC(C)(C)n1nnnc1C(c1cccnc1)N(Cc1ccccc1)Cc1ccco1 (stereo not drawn)	-5%
Nc1cc2c([N+](=O)[O-])cccc2o1	-14%
N#C/C(=C/c1ccc(N2CCOCC2)o1)c1ccc(Br)cc1	-5%
Nc1c(C(=O)Nc2ccc(Br)cc2)sc2nc(-c3ccco3)ccc12	31%
Cc1ccc(/C=C/C(=O)Nc2ncc(Cc3ccc(F)cc3)s2)o1	-11%
CCOc1cc(N2CCOCC2)c(OCC)cc1NC(=O)c1cc(-c2ccco2)nc2ccccc12	-6%
c1coc(CNC2C3CC4CC(C3)CC2C4)c1 (stereo not drawn)	0%
O=C1CSC(c2ccncc2)N1Cc1ccco1 (stereo not drawn)	-6%
COc1ccc2[nH]c(=O)c(CN(Cc3ccco3)C(c3nnnn3Cc3ccccc3)C(C)C)cc2c1 (stereo not drawn)	9%
Cc1ccc(C(=O)NCCNc2ccc(Cl)cc2[N+](=O)[O-])o1	-7%
Cc1ccc2nsnc2c1S(=O)(=O)N(Cc1ccco1)Cc1cc2ccc(C)c(C)c2[nH]c1=O	-13%
COc1ccc(NC(=O)Cn2c(=O)n(CC(=O)NCc3ccco3)c(=O)c3ccccc32)cc1OC	1%
COc1ccc2nc3oc(C(=O)N4CCC(C(N)=O)CC4)cc3cc2c1	-11%
COc1ccccc1N1CCN(c2nc(C)nc3c2oc2ccccc23)CC1	10%
CCOC(=O)c1c(NC(=O)CSc2nnc(CNC(=O)c3ccco3)n2C)sc2c1CCC2	-15%
